# Screening data: PubChem BioAssay, Sanford-Burnham Center for Chemical Genomics
# SENP8 block-1 = SENP8 protease inhibitors, primary screen, biochemical, luminescence; Sentrin-specific protease 8 (Homo sapiens), Q96LD8; purified SENP8, Z-RLRGG-aminoluciferin cleavage; inhibition, % at 10 µM; actives 1.2% (n = 330,000); AID 2540, 2010; in the data active = inhibition above about 50%
# SENP8 block-2 = human SENP8 protease inhibitors, primary screen, biochemical, fluorescence, Nedd8 protein substrate, uHTS; recombinant SENP8; inhibition, % at 20 µM; actives 0.64% (n = 360,000); AID 602440, 2012; in the data active = inhibition mostly above about 40%, no sharp cut-off; inactive = mostly below about 27%
# UBC13 polyUb = UBC13 polyubiquitin chain formation inhibitors, primary screen, biochemical, TR-FRET, uHTS; Ubiquitin-conjugating enzyme E2 N (Homo sapiens), P61088; inhibition, % at 20 µM; actives 0.47% (n = 330,000); AID 485273, 2010; in the data active = inhibition above about 45%, passing the limit was not always enough
# Target sequence (P61088 whole entry, looked up): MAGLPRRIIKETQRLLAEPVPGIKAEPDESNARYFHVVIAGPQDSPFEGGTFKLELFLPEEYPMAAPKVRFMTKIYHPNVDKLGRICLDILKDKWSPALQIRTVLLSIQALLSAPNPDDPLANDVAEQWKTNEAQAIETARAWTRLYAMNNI
# SENP6 block = SENP6 protease inhibitors, primary screen, biochemical, luminescence, uHTS. Recombinant SENP6 catalytic domain, aminoluciferin luminescence. inhibition, % at 10 µM. actives 1.8% (n = 330,000). AID 2599, 2010;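 active = inhibition above about 50% at the single tested dose, limit read from the data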;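 also: plate controls were DMSO wells with enzyme for no effect and DMSO wells lacking enzyme for full effect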
# Apaf-1 inh = inhibitors of human Apaf-1 apoptosome, primary screen, biochemical, DEVD-Rh110 fluorescence, uHTS. Apoptotic protease-activating factor 1 (Homo sapiens), O14727. actives 0.71% (n = 330,000). inhibition, % at 20 µM. reconstituted apoptosome caspase-3 activity; active = inhibition of at least 40% at 20 µM;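 also: plate controls were DMSO wells for no effect and DEVD-CHO caspase inhibitor wells for full effect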
#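 System: reconstituted apoptosome with Apaf-1, cytochrome c, caspase-9, procaspase-3, dATP; Signal: Rh110 fluorescence intensity; Schedule: 30 min compound preincubation, 50 min activation, room temperature; Reagent: cytochrome c trigger plus (Z-DEVD)2-Rh110 caspase-3 substrate.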
# A3G deaminase = APOBEC3G DNA deaminase inhibitors, primary screen, biochemical, fluorescence, single-stranded DNA substrate, uHTS; recombinant A3G, ssDNA deamination FAM/TAMRA fluorescence; inhibition, % at 20 µM; actives 0.28% (n = 330,000); DNA dC->dU-editing enzyme APOBEC-3G (Homo sapiens), Q9HC16;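 active = inhibition of at least 40% at 20 µM, with no more than 30% in the related APOBEC3A deaminase screen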;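 also: plate controls were DMSO wells with A3G for no effect and wells lacking A3G enzyme for full effect; some compounds called inactive have numbers as strong as hits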
# Target sequence (Q9HC16 whole entry, looked up): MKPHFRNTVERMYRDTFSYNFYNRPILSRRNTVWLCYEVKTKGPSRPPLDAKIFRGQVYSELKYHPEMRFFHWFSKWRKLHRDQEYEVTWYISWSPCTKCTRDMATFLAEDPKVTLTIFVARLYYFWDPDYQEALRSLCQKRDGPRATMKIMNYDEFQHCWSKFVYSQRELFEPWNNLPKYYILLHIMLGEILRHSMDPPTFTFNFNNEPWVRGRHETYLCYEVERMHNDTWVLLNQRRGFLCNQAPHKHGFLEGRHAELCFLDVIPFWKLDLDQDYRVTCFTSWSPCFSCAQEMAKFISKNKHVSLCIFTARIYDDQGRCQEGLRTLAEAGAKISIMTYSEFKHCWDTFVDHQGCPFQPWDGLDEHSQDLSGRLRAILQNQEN
# SENP7 block = SENP7 protease inhibitors, primary screen, biochemical, luminescence, uHTS; recombinant SENP7, Z-RLRGG-aminoluciferin luminescence, 40 min; inhibition, % at 5 µM; Sentrin-specific protease 7 (Homo sapiens), Q9BQF6; actives 1.5% (n = 330,000);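 active = inhibition above about 50% at the single test dose, limit read from the data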;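 also: plate controls were DMSO with enzyme for no effect and no enzyme buffer wells for full effect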
# Target sequence (Q9BQF6 706-1050 limits assumed): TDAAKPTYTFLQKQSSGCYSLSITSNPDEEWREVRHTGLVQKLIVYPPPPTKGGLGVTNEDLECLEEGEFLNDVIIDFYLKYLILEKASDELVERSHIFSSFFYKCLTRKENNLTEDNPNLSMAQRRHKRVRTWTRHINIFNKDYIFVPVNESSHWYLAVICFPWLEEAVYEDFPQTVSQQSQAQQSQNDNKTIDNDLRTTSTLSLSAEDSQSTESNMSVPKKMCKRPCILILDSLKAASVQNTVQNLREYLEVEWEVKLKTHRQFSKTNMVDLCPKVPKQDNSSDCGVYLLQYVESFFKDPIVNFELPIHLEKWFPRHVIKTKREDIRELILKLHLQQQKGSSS
# SENP1 FRET inh = human SENP1 catalytic domain inhibitors, primary screen, biochemical, FRET, uHTS; Sentrin-specific protease 1 (Homo sapiens), Q9P0U3; recombinant SENP1 catalytic domain, CyPet-SUMO1-YPet FRET cleavage; inhibition, % at 10 µM; actives 0.21% (n = 360,000);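 active = inhibition at least 30% at 10 µM, raw YFP signal under a set limit, fluorescence ratio 0.5 to 1.5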;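 also: 0% = enzyme with DMSO and 100% = no enzyme wells; some results filed as inactive read as strong as hits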
#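 Test system: human SENP1 catalytic domain; medium: Tris pH 8 buffer plus EDTA, NaCl, BME, BSA, NP40, catalase; incubation: 50 min reaction at room temperature; technique: FRET, CFP and YFP emission; controls: no-enzyme low control and enzyme-plus-DMSO high control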
# The depositor's hits bear a star; / = no result given. Rows are unselected; overall some 3.6% were active at least once.
no.	mol	SENP8 block-1	SENP6 block	SENP7 block	SENP1 FRET inh
1	O=C(Nc1cccc2cccnc12)c1ccccc1Cl	-1	-10	-5	-2
2	CCN(CC)CCCN(Cc1cc2cc3c(cc2[nH]c1=O)OCO3)C(=S)NCc1ccco1	-11	-6	4	-2
3	CCOc1ccc(-c2nc(CSCC(=O)N3CCN(C(=O)c4ccco4)CC3)c(C)o2)cc1	-5	-12	-7	-1
4	Cc1ccc(S(=O)(=O)NCC2CCC(C(=O)NCc3ccccn3)CC2)cc1 (stereo not drawn)	-6	12	-3	0
5	Cn1c(/C(C#N)=C(\O)CN2CCN(Cc3ccccc3)CC2)nc2ccccc21	3	0	0	-4
6	NS(=O)(=O)c1ccc(CCNc2nc(CN3CCCCC3)nc3sc4c(c23)CCC4)cc1	-4	4	1	-9
7	COC(=O)c1ccc(CSc2nnnn2C)o1	-5	10	11	-12
8	Cc1ccc(/C=C(\C#N)C(=O)Nc2cccc(C)n2)cc1	30	37	6	0
9	O=C(OCn1nnc2ccccc2c1=O)c1ccc(O)cc1	-17	-33	-7	1
10	C/C(=N\Nc1ccc([N+](=O)[O-])cc1)c1ccc(C#N)cc1	1	-25	3	-30
11	Cc1ccc(-c2[nH]nc3c2C(C)C(C#N)=C(N)O3)cc1 (stereo not drawn)	0	-1	4	0
12	c1ccc2[nH]c(CCCc3nc4ccccc4[nH]3)nc2c1	1	-3	-2	-4
13	N#Cc1cccc(NC(=O)CSc2sc3c(O)cc(=O)[nH]c3c2C#N)c1	-1	-10	3	-6
14	Cc1cc(/C=C2/C(=N)N3C(c4ccccc4)=CSC3=NC2=O)c(C)n1-c1ccccc1	0	-1	-7	-31
15	COCOc1cc(O)c2c(=O)c(OCOC)c(-c3ccc(OCOC)c(OCOC)c3)oc2c1	7	9	-1	12

no.	A3G deaminase	UBC13 polyUb	Apaf-1 inh	SENP8 block-2
1	-1	-5	-14	27
2	-1	4	-2	-422
3	-5	-1	1	11
4	-9	-5	-6	24
5	-5	8	1	0
6	-4	2	-4	-128
7	0	-1	8	13
8	-1	3	14	15
9	-5	-12	-5	0
10	1	-42	-44	-159
11	-7	4	4	-18
12	-2	-1	7	12
13	-5	-8	-2	-22
14	-9	-25	17	-91
15	-6	-2	-11	35

no.	mol	SENP8 block-1	SENP6 block	SENP7 block	SENP1 FRET inh
16	CC(C)(C)c1ccccc1OCC(=O)Nc1ccccc1C(=O)NCc1cccnc1	-3	-19	2	0
17	CCOc1ccccc1C(=O)NCCCN1CCN(CCCNC(=O)c2ccccc2OCC)CC1	4	3	0	-2
18	CC(C(=O)NC(=O)NCc1ccccc1)N1C(=O)c2ccccc2C1=O (stereo not drawn)	-7	9	-4	2
19	O=C1C=C(c2cccc3c2oc2ccccc23)C[C@@H](c2ccc(F)cc2)C1	6	-2	-1	3
20	Cc1ccc(S(=O)(=O)N2CCN(C(=O)COC(=O)COc3cccc4c3OC(C)(C)C4)CC2)cc1	4	-11	0	2
21	CC(=O)N(C)c1ccc(NC(=O)c2ccc([N+](=O)[O-])cc2Cl)cc1	1	-16	0	1
22	O=C(Nc1cccn2ncnc12)C(Cl)Cl	2	-11	-5	1
23	COC(=O)/C(C#N)=C/N(C)C	3	-17	4	3
24	Cc1ccc(NC(=O)C[n+]2ccccc2)cc1C	4	-5	-1	0
25	COc1cc2ccccc2cc1C(=O)Nc1ccc(CN2CCOCC2)cc1	-4	15	1	-1
26	O/N=C(\CN1CCCCC1)c1ccccc1	9	-26	2	2
27	Nc1nc(OCc2ccccc2)c2[nH]cnc2n1	-2	-2	-2	2
28	Cc1ccc2c(c1)N(S(=O)(=O)c1ccc3c(c1)NC(=O)CC(=O)N3)CCO2	3	5	1	1
29	COc1ccc(N2CCN(C(=O)Cc3ccc(-n4c(=O)[nH]c5ccccc5c4=O)cc3)CC2)cc1	-4	5	-1	-2
30	COc1ccc(-n2c(SCc3ccc([N+](=O)[O-])cc3)nnc2-c2ccccc2)cc1	-3	-14	1	4

no.	A3G deaminase	UBC13 polyUb	Apaf-1 inh	SENP8 block-2
16	0	4	25	-14
17	-5	6	8	6
18	-3	-2	-8	24
19	-5	-12	6	7
20	3	-2	18	3
21	0	-5	2	19
22	-5	-3	5	10
23	2	5	-10	6
24	-4	-1	-5	0
25	-12	2	6	-2
26	1	2	5	12
27	0	5	0	0
28	3	3	2	8
29	-2	2	10	1
30	-3	7	25	10

no.	mol	SENP8 block-1	SENP6 block	SENP7 block	SENP1 FRET inh
31	CC1=CC2=NC(=O)/C(=C\c3cc(C)n(-c4ccccc4F)c3C)C(=N)N2O1	5	8	1	-12
32	COc1cc(OC)c(C2N(C)c3ccccc3N2C)cc1OC	-4	-10	7	/
33	COc1ccc(C(O)P(=O)(OCCC(C)C)c2ccc(N(C)C)cc2)cc1 (stereo not drawn)	1	-5	3	1
34	Cc1ccc(C)c(NC(=O)CSc2nnc([C@@H](N)Cc3ccccc3)o2)c1	-3	-12	9	1
35	COc1cc(C(=O)NCC(=O)N/N=C(\C)Cc2ccccc2)cc(OC)c1OC	1	-9	0	4
36	COc1cc(NC(=O)c2cc(-c3ccc(C)cc3)on2)cc(OC)c1OC	-7	-14	-15	-1
37	CN1CCN(c2ccc(S(=O)(=O)N3CCCCC3)cc2NC(=O)COc2ccc([N+](=O)[O-])cc2)CC1	-8	-3	-5	0
38	O=C(NCCN1CCOCC1)c1c(F)c(F)c(F)c(F)c1F	-5	-17	-7	2
39	O=C(NCc1ccccn1)Nc1ccccc1Cl	-19	-7	5	2
40	Cc1cc(C)n2nc(NCc3ccccc3)nc2n1	5	9	0	-1
41	Cc1cc(C)n2nc(-c3ccc(Br)cc3)cc2n1	-7	29	24	2
42	N#Cc1cc2c(nc1SCc1ccccc1)CCC2	-2	22	5	0
43	O=C(Nc1ccccc1C(F)(F)F)N1CCC(N2CCCCC2)CC1	9	-28	-4	-2
44	COC(=O)C1=C(NC(=O)C(C)(C)C)CCS1	-5	9	-4	0
45	O=C(/C=C/c1ccc(S(=O)(=O)NCc2ccco2)cc1)NCc1cccc(Cl)c1	3	0	3	0

no.	A3G deaminase	UBC13 polyUb	Apaf-1 inh	SENP8 block-2
31	0	-1	14	-67
32	-1	3	-25	/
33	-10	1	6	8
34	-4	9	-5	3
35	-2	3	-1	13
36	-3	-6	1	5
37	-10	6	8	6
38	-3	7	-3	12
39	-5	2	0	3
40	3	13	0	-231
41	-2	11	7	-249
42	-2	10	6	15
43	0	-1	5	19
44	-5	13	-16	-78
45	-4	2	18	13

no.	mol	SENP8 block-1	SENP6 block	SENP7 block	SENP1 FRET inh
46	O=c1[nH]cnc2sc3c(c12)CCC3	-7	-12	-10	-1
47	CN(c1cccc(NC(=O)CN(c2cccc(Cl)c2)S(=O)(=O)c2ccc(Cl)cc2)c1)S(C)(=O)=O	-2	1	3	4
48	O=C(COc1ccc2c3c(c(=O)oc2c1)CCC3)Nc1ccc(CCO)cc1	2	1	1	3
49	NC(=S)NN=C1c2cc(OCCN3CCOCC3)ccc2-c2ccc(OCCN3CCOCC3)cc21	5	9	1	-1
50	COCCOc1ccc(C(F)(F)F)cc1NC(=O)COC(=O)Cc1c[nH]c2ccccc12	-3	-3	5	-2
51	COCC(=O)N/N=C\c1ccc(OC/C=C/c2ccccc2)c(OC)c1	1	-6	-9	1
52	O=C(NCCc1nc(-c2ccccc2Cl)no1)C1CCCCC1	-9	-6	9	-2
53	CCOC(=O)N/N=C(\C)c1ccccc1OC(F)F	-1	-15	4	1
54	O=C(/C=C/c1ccco1)N(Cc1cccc(F)c1)C1CCS(=O)(=O)C1 (stereo not drawn)	-2	-12	7	-2
55	COc1cccc(NC(=O)CSc2nnnn2C2CCCCC2)c1	9	-9	-8	-1
56	Cc1cc(C)cc(NC(=O)COC(=O)Cn2cnc3c2c(=O)n(C)c(=O)n3C)c1	-17	-18	-3	2
57	O=C(NCCOc1ccccc1F)c1cc(F)c(F)cc1Cl	-2	6	1	-1
58	Cn1c2ccccc2c2nn(-c3ccccc3)c(=O)cc21	9	4	-2	-63
59	Cc1cc2ncc(-c3cccc(Cl)c3)cn2n1	-2	-39	22	0
60	Nc1ccc(Sc2ccccc2CC(=O)O)cc1	-3	-9	1	/

no.	A3G deaminase	UBC13 polyUb	Apaf-1 inh	SENP8 block-2
46	-8	-7	1	7
47	-8	0	18	8
48	-8	12	-6	-63
49	-7	35	6	18
50	-9	10	0	-2
51	-4	6	6	-50
52	25	13	4	-2
53	-4	9	-14	16
54	-7	3	-7	6
55	-9	4	7	19
56	-7	2	13	20
57	-5	1	-13	6
58	-3	33	-18	-261
59	-1	12	-5	18
60	3	0	14	/

no.	mol	SENP8 block-1	SENP6 block	SENP7 block	SENP1 FRET inh
61	CCN(CCN(C)C)C(=O)c1ccc2c(c1NCCO)C(=O)c1ccccc1C2=O	8	43	11	3
62	CSC1=N/C(=C\c2ccc(F)cc2)C(=O)S1	-9	-26	4	1
63	O/N=C1\CC/C(=N\O)c2nn(-c3ccccc3Cl)nc21	3	-9	4	1
64	COc1ccccc1CCc1nnc(CCC(=O)NCCCOc2cccnc2)o1	-3	-9	1	-1

no.	A3G deaminase	UBC13 polyUb	Apaf-1 inh	SENP8 block-2
61	1	-312	-4	28
62	-11	1	2	-8
63	-11	8	-7	9
64	-4	-2	-11	24
